Screening results (PubChem)
KCC2 mod: KCC2 (human) Cl- transport modulation. KCC2 cells, thallium flux FluoZin-2 fluorescence. B-score of Tl+ flux slope (higher = more flux/activation; lower = inhibition) at 10 µM. actives 2.2% (n = 190,000). AID 1456;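 active means thallium flux slope and its plate-corrected score both differing from the plate sample mean at a set confidence after two filtering rounds, in either direction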;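 further: slope of fluorescence scaled to starting intensity during 10 to 20 s after thallium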
m-calpain inh: calpain II (pig) inhibition; purified calpain II, fluorogenic peptide substrate, 30 min; inhibition, % at 16 µM; actives 0.37% (n = 220,000);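 active means inhibition above about 50%, limit read from the data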
Rad51 HR inh: Rad51 (human) homologous recombination inhibition | Q06609 | hRad51 DNA strand exchange, fluorescence dequenching | inhibition, % at 10 µM | actives 0.085% (n = 200,000) | AID 1385;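 active means inhibition above 40% at the single screening dose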;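 further: 0% = DMSO control wells and 100% = blanks with heterologous ssDNA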
Target sequence (Q06609 whole entry, looked up): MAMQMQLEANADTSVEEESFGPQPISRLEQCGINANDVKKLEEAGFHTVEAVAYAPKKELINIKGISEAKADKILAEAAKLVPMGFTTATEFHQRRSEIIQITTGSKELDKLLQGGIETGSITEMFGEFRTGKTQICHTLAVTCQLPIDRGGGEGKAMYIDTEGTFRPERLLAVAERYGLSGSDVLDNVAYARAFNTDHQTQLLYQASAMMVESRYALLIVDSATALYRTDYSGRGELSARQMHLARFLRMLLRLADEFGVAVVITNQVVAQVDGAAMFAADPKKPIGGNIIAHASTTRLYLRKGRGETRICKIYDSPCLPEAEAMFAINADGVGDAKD
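Material: hRad51 filaments on single-stranded DNA; Reagent: Donor/quencher-labelled 47-bp dsDNA substrate; Compound: 10 µM final, single point; Schedule: 37 °C 15-min filament assembly, 30-min compound preincubation, 15-min exchange; Technique: FRET fluorescence, excitation 485 nm, emission 520 nm; Benchmarks: control wells and blank wells on each plate.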
EBV gp42 inh: EBV gp42 inhibition. AID 1085. Fluorescence polarization binding assay, mP read-out. inhibition, % (tested at 21.74 µM). actives 0.42% (n = 220,000); in the data active means inhibition above about 50%
Target sequence (Q1HVG2 whole entry, looked up): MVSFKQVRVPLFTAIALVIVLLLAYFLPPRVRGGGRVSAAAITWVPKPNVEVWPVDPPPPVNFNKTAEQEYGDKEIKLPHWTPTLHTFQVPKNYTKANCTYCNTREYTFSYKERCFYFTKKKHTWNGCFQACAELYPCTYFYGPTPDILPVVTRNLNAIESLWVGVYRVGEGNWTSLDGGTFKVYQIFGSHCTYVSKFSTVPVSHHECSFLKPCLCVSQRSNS
TNF necrop inh: TNF-alpha cell death inhibition in Jurkat FADD-/- cells; Jurkat FADD-/- TNF necroptosis rescue, ATP luminescence, 24 h; 0 = TNF only, 100 = no-TNF cells; activation (protection from cell death), % at 10 µM; actives 0.068% (n = 220,000); AID 463075;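 active means activation, meaning protection from cell death, of at least 50% relative to plate controls; inactive means activation below 50%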;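 further: necroptosis triggered by 40 ng/mL TNF-alpha added together with compound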
Mdm2 ligase inh: inhibitors of human Mdm2 E3 ubiquitin ligase; Q00987; signal enhancement, % at 5 µM; actives 0.11% (n = 210,000); AID 1230; cell-based MDM2 ubiquitination luciferase reporter, 2 h; 0 = plate control, 100 = twice control, blank-subtracted;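 active means signal enhancement of 30% or more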;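 further: luminescence tracks abundance of the self-degrading MDM2-luciferase fusion protein; higher signal means inhibition of MDM2 E3 ligase activity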
Target sequence (Q00987 whole entry, looked up, the tested form may be a part): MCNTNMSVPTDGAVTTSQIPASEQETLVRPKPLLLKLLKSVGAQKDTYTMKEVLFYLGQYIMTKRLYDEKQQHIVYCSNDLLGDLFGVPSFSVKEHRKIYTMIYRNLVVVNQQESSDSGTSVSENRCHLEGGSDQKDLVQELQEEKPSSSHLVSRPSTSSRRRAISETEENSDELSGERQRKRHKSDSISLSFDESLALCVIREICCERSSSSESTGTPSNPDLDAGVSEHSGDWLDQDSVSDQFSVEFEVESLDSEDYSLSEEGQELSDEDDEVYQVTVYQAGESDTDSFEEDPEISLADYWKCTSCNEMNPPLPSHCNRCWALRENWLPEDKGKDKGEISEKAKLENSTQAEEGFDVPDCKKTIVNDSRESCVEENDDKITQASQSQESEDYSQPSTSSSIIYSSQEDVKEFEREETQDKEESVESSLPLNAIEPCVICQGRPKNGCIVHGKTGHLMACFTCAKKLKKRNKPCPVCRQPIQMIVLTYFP
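Material: Stable MDM2–luciferase fusion reporter cells | Amount: 2000 cells seeded into each well | Dosing: One concentration, 5 µM, with 0.2% DMSO | Incubation: 4 h cell settling then 2 h compound exposure, 37 °C | Measured by: Luciferase luminescence | Read-out basis: % enhancement relative to plate controls after blank subtraction | Benchmarks: Control and blank well means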
PERK inh: blocks human PERK kinase. Q9NZJ5. inhibition, % at 5.6 µM. CHO PERK-DD fusion, SEAP luminescence translation reporter. actives 0.17% (n = 220,000);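 active means inhibition above the mean inhibition of all tested compounds plus 3 SD, set separately per screening campaign, cut at about 2.9% in these data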;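 further: PERK kinase domain activated by AP20187 dimerizer at 100 nM; 0% = DMSO with dimerizer and 100% = rapamycin at 8.4 µM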
zVAD death inh: blocks zVAD induced death of L929 cells. L929 zVAD necroptosis rescue, ATP luminescence, 24 h; with zVAD 60 µM. viability rescue, % at 10 µM. actives 0.38% (n = 220,000). AID 1377;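 active means activation, scaled between plate controls, above about 75%, limit read from the data; inactive means activation under that limit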;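 further: 0% = zVAD with DMSO and 100% = DMSO alone without zVAD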
eIF4E-4G inh: blocks eIF4E binding to eIF4G; P63073+Q04637; TR-FRET eIF4E-eIF4GI(517-606) binding, 2 h; inhibition, % at 21.7 µM; actives 0.37% (n = 220,000);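 active means inhibition above about 30%, limit read from the data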;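 further: 0% = full FRET control wells and 100% = background wells lacking eIF4GI fragment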
* hit, by the source's call; nt = no result given; [ ] = remark or other dose.

Preview, three compounds:
SMILES	KCC2 mod	m-calpain inh	Rad51 HR inh	EBV gp42 inh	TNF necrop inh	Mdm2 ligase inh	PERK inh	zVAD death inh	eIF4E-4G inh
Cc1ccc(CNC(=O)CC2Sc3ccccc3NC2=O)cc1 (configuration not stated)	-0.18	-5	1	-16	0.8	3	1.0	2.9	-2
NC(=O)Cn1nnc(-c2ccc(CN3CCCCC3)cc2)n1	0.74	-17	10	-9	1.0	-4	0.4	4.7	6
Cc1cc2nc(-c3cc(N4CCOCC4)ccc3[N+](=O)[O-])ccn2n1	0.44	6	-3	-19	2.1	-7	-0.1	3.0	1

The listing, repeating the preview:
SMILES	KCC2 mod	m-calpain inh	Rad51 HR inh	EBV gp42 inh	TNF necrop inh	Mdm2 ligase inh	PERK inh	zVAD death inh	eIF4E-4G inh
Cc1ccc(CNC(=O)CC2Sc3ccccc3NC2=O)cc1 (configuration not stated)	-0.18	-5	1	-16	0.8	3	1.0	2.9	-2
NC(=O)Cn1nnc(-c2ccc(CN3CCCCC3)cc2)n1	0.74	-17	10	-9	1.0	-4	0.4	4.7	6
Cc1cc2nc(-c3cc(N4CCOCC4)ccc3[N+](=O)[O-])ccn2n1	0.44	6	-3	-19	2.1	-7	-0.1	3.0	1
Cc1ccc(S(=O)(=O)NCC(=O)OC2CCOC2=O)cc1 (configuration not stated)	-0.44	-13	-3	-15	-2.1	-7	1.5	-0.1	1
Cc1noc(C)c1CSc1nnc(-c2ccccc2)n1N	-2.6	-16	4	-28	-0.1	6	-0.6	0.2	7
CN(C)Cc1cnc2ccc(Cl)cn12	0.12	-13	-4	4	-3.2	-3	-0.3	-0.1	4
CC(/C=C/c1ccccc1)=N\NC(=O)C1CC1(C)c1ccccc1 (configuration not stated)	-0.59	23	3	15	0.6	-5	0.5	nt	4
O=C(Nc1cc2c3c(c1)C1CCCC1CN3CC1CCCC21)c1ccc([N+](=O)[O-])cc1 (configuration not stated)	-1.3	-35	-3	-6	2.0	-25	1.4	-0.5	0
C/C(=N/NC(=O)c1cccs1)c1c(C)[nH]n(-c2nc3ccccc3s2)c1=O	-2	-62	-7	18	-1.2	-61	-0.3	0.0	-4
Cc1ccc(S(=O)(=O)N2CCCC2C(=O)Nc2nc3c(s2)CCCC3)cc1 (configuration not stated)	-3.2*	-28	-2	4	-0.7	3	-0.3	-0.5	6
O=C1CSC(c2ccc3c(c2)OCO3)N1c1ccc(Oc2ccccc2)cc1 (configuration not stated)	-0.037	34	-7	-26	-1.1	-18	-0.1	0.2	-1
Cc1nc2ccc(NS(=O)(=O)c3ccc(F)cc3)cc2s1	0.0081	-5	-3	8	3.9	-10	0.3	1.0	-4
Cc1cc(-c2ccccc2)c2c(n1)sc1c(O)cc(=O)[nH]c12	-0.062	-200	6	-7	1.8	15	1.3	0.0	-6
O=C(CSCc1nc2c(nnn2Cc2ccc(F)cc2)c(=O)[nH]1)Nc1cccc(C(F)(F)F)c1	-0.98	-68	-8	12	0.5	7	0.9	13	-2
CCOC(=O)c1oc2cc(O)c(CC)cc2c(=O)c1-c1ccc2c(c1)OCCO2	0.8	-3	4	10	0.9	0	0.2	-0.9	4
NC(=O)c1ccc(N2CCCCC2)c(N2C(=O)CCC2=O)c1	nt	-15	-1	-7	0.9	6	0.3	0.7	-2
CCOC(=O)c1c(C)nc2c(c1-c1ccc(OC)cc1)C(=O)CC(C)(C)C2	0.1	-34	5	16	-6.0	-13	0.4	-0.6	4
Cc1ccccc1N(Cc1ccccc1F)S(C)(=O)=O	1	17	-1	12	-0.3	-10	-0.3	-0.1	1
O=C(NC1(C(F)(F)F)NC(=O)N(C2CCCCC2)C1=O)c1cccs1 (configuration not stated)	-1	-10	5	-19	-0.7	8	0.8	0.6	-3
CCOCCOC(=O)c1cccc(NC(=O)OCC)c1	0.84	0	9	-6	-3.1	-13	0.1	0.2	-3
CCN(CC)S(=O)(=O)c1ccc(C(=O)NCc2n[nH]c(=S)n2-c2ccc(Cl)c(Cl)c2)cc1	-3.7	-24	4	13	1.4	-1	-0.2	2.5	1
Cc1ccc(/C=c2\sc3nc(-c4ccccc4Br)nn3c2=O)o1	0.3	-34	nt	-2	-1.6	8	0.5	0.0	12
COCCn1c(CN2CCN(c3ccc(OC)cc3)CC2)nc2c1c(=O)n(C)c(=O)n2C	nt	3	3	-1	-0.8	-24	0.8	0.3	-4
COc1cccc(NC(=O)Cn2cc(C#N)c3ccccc32)c1	0.034	-5	-6	-16	0.0	10	-0.1	0.8	-1
S=C(NCc1ccco1)N1CCN(c2nc(-c3ccc(Cl)cc3)cs2)CC1	0.67	-22	-4	-23	0.0	-21	0.2	2.5	-3
Cc1onc(-c2c(F)cccc2Cl)c1C(=O)NCC1COc2ccccc2O1 (configuration not stated)	-0.38	-11	4	-9	-2.8	-1	-0.7	0.8	-6
COC(=O)C(Cc1ccc(OC(=O)c2ccccc2Cl)cc1)N1Cc2ccccc2C1=O (configuration not stated)	-0.75	-9	-7	-10	-4.9	-12	0.2	0.3	1
Cc1cc(=O)[nH]c(SCc2nc3ccccc3n2Cc2ccccc2)n1	0.051	22	-1	7	0.4	-20	0.6	-0.2	-11
Cc1ccc(-c2nc(NC(=O)c3ccc(S(=O)(=O)N(CCC#N)CCC#N)cc3)sc2-c2ccccc2)cc1	0.0055	-140	12	-3	0.0	-1	0.7	1.5	-4
O=C(O)c1ccc(/C=N/Nc2ccc(C(F)(F)F)cn2)cc1	-0.059	8	4	-15	58*	-17	0.5	88*	-6
CC1CCCCN1c1cc(C#N)c(C#N)cc1[N+](=O)[O-] (configuration not stated)	0.43	-37	-3	4	-7.4	5	0.5	-0.1	4
CC(C)CN(Cc1cc(=O)oc2cc(-c3ccccc3)c(O)cc12)CC(C)C	0.52	-31	25	-18	1.7	-20	-0.5	0.7	-4
Cn1nnnc1SCC(=O)N1CCOCC1	0.27	-6	-2	-14	0.4	nt	0.9	0.1	2[fluorescence artefact?]
Fc1ccc(-c2nnn3c2nc(NCc2ccccc2)c2ccccc23)cc1	-1	-187	-10	-52	0.1	-11	0.8	0.5	-4
O=C(COC(=O)c1cnccn1)c1ccc(Br)cc1	nt	15	6	-1	0.1	-9	0.4	1.4	0
Cc1nnc(NC(=O)CCn2cnc3ccccc3c2=O)s1	nt	-18	7	-15	0.1	3	1.0	2.2	-2
CCc1ccc(-n2c(C)cc(/C=N/NC(=O)c3ccncc3)c2C)cc1	0.9	-31	-74	-9	-2.0	-10	1.6	-0.1	-3
Cc1ccc(Oc2ncnc(N)c2[N+](=O)[O-])cc1	0.34	-8	-1	-4	-1.2	-2	0.0	2.1	-3
O=C(c1cccc(N2C(=O)C3CC=CCC3C2=O)c1)N1CCCCCC1 (configuration not stated)	0.16	-11	-4	-15	0.8	-29	-0.6	1.1	-4
CCCCc1c(O)nc(SCC(=O)N2CCOCC2)n(-c2ccccc2C)c1=O	nt	3	-1	-22	0.1	-13	-0.7	0.2	3[fluorescence artefact?]
CCOC(=O)CCC(=O)c1c(C)oc2ccc(OC)cc12	0.34	-44	14	-8	-1.6	2	0.5	0.2	3[fluorescence artefact?]
O=C(NCc1ccccn1)c1ccc(CNS(=O)(=O)c2cccc(Cl)c2)cc1	-1.8	-3	0	17	2.6	-3	0.1	-0.5	-2
Cc1ccc2c(c1)C1CCCC3C1N2CC(=O)N3Cc1ccccc1 (configuration not stated)	nt	-238	-6	-22	-3.8	-25	-1.1	-0.7	-6[fluorescence artefact?]
COc1cc(N2CCCC2)c(OC)cc1/C=c1/sc2nc3ccccc3n2c1=O	-2.4	-17	nt	-34	-0.5	5	1.9	-0.4	2
Cc1ccc(S(=O)(=O)Nc2ccc3nc(-c4cccn4C)[nH]c3c2)cc1	-1	10	-1	-5	-2.6	-2	0.0	0.2	0[fluorescence artefact?]
CN(CC(=O)NC1CC(C)(C)NC(C)(C)C1)S(=O)(=O)c1cc(Cl)ccc1Cl	0.0089	19	-21	-18	0.4	-94	1.1	-0.4	3
CCOc1ccc(NC(=S)N2CCn3c(nc4ccccc43)C2)cc1	0.095	-1	3	-6	0.0	5	0.7	1.7	0
Cn1c(CSCc2ccc(Cl)c(Cl)c2)n[nH]c1=S	-4.2	12	5	-11	2.6	-4	0.5	-0.3	1
O=C(O)c1ccc(/C=N/Nc2ccc(S(=O)(=O)N3CCCC3)cc2[N+](=O)[O-])cc1	nt	17	6	-5	0.0	-5	1.4	0.0	-3
CC(C)CC(=O)NC(=S)Nc1nc(-c2cccc3ccccc23)cs1	nt	2	5	1	-1.8	-8	0.5	-0.5	-5

The last 2 compounds of the section above lead into the next.
SMILES	KCC2 mod	m-calpain inh	Rad51 HR inh	EBV gp42 inh	TNF necrop inh	Mdm2 ligase inh	PERK inh	zVAD death inh	eIF4E-4G inh
O=C(O)c1ccc(/C=N/Nc2ccc(S(=O)(=O)N3CCCC3)cc2[N+](=O)[O-])cc1	nt	17	6	-5	0.0	-5	1.4	0.0	-3
CC(C)CC(=O)NC(=S)Nc1nc(-c2cccc3ccccc23)cs1	nt	2	5	1	-1.8	-8	0.5	-0.5	-5
COc1ccc(-c2nc(CN(Cc3cnn(C)c3)C(C)C)c(C)o2)c(OC)c1	nt	16	3	-6	0.5	-8	0.3	-0.6	1
CC(=O)Nc1ccc2oc(-c3cc(F)c(F)cc3Cl)nc2c1	0.57	-239	-7	-18	-0.7	-55	2.9	2.0	-5
Oc1cccc(/C=N/Nc2ncnc3c2ncn3Cc2ccccc2)c1	-2.6	31	1	-6	-0.8	-4	-0.6	3.7	1
CCOC(=O)C1C(c2ccc(O)c(OC)c2)NC(=S)NC1(O)C(F)(F)F (configuration not stated)	-0.028	7	4	-4	0.6	-12	0.9	0.7	15
O=c1[nH]cnc2c1ncn2[C@@H]1O[C@H](CO)[C@@H](O)[C@H]1O	-0.65	2	4	-1	0.5	nt	1.3	2.8	-1
CCOC(=O)C(C(=O)OCC)C(=O)c1cc(OC)c(OC)c(OC)c1	0.39	14	2	-14	-4.0	-10	1.0	-0.4	5
NC(=O)c1ccc(NC(=O)COC(=O)CCCc2c[nH]c3ccccc23)cc1	nt	-8	0	5	-1.2	-4	-0.3	22	2
COc1ccc(NC(=O)c2ccc3c(SCC(=O)O)c4c(nc3c2)CCCC4)c(OC)c1	0.87	-31	-15	-16	0.1	0	0.2	10	0
O=C(NNS(=O)(=O)c1ccccc1C(F)(F)F)c1cccc(S(=O)(=O)Nc2ccccc2Cl)c1	-0.66	-27	-3	1	1.2	-3	1.4	0.4	-1
O=C(Cc1cnc2ncnn2c1)N1CCc2c([nH]c3ccccc23)C1c1ccccn1 (configuration not stated)	-0.2	11	-10	7	-0.2	-3	-0.1	-1.3	0
CS(=O)(=O)Nc1ccc(S(=O)(=O)NCCc2ccccc2)cc1	nt	-21	3	-22	-1.1	-6	0.1	0.0	-7[fluorescence artefact?]
Cc1[nH]c2ccccc2c1/C=C(\C#N)C(=O)NCc1ccccc1	0.56	-17	-44	-41	1.0	3	-0.2	0.1	13
Cc1c(Cl)cccc1NC(=S)NC1CC1	1.1	25	0	-25	-2.1	0	1.0	-0.4	9
c1ccc(-c2nc(N3CCOCC3)cc(N3CCOCC3)n2)cc1	0.036	-6	1	6	-1.3	-17	1.7	52	0
C/C(CC(=O)NC1CCCCC1)=N\NC(=O)Cc1ccc(-c2ccccc2)cc1	-0.49	-12	-29	-6	0.4	-6	1.7	0.6	3
CCOC(=O)CCn1c(=O)c2c(nc(Br)n2Cc2ccccc2)n(C)c1=O	nt	-34	1	-4	-3.1	-17	-0.9	-0.4	-10
